FBW7 activator: FBW7 E3 ligase activators, primary screen, biochemical, AlphaScreen, human; AlphaScreen FBW7–phospho-cyclin E peptide binding, activator screen; AID 1259310, 2017; F-box/WD repeat-containing protein 7 (Homo sapiens), Q969H0; normalized activity (activation), % at 26.1 µM; actives 0.13% (n = 650,000); in the data active = normalized activity above about 1.9%;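 note: purified mutant Fbw7 with reduced substrate affinity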
MITF inh: MITF inhibitors, primary screen, biochemical, AlphaScreen, human; actives 0.91% (n = 650,000); AlphaScreen MITF homodimerization, bead proximity signal; inhibition, % at 2.6 µM; AID 1259374, 2018; Microphthalmia-associated transcription factor (Homo sapiens), O75030; in the data active = inhibition above about 50%;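 note: 0% = vehicle wells with protein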
Target sequence (O75030 whole entry, looked up): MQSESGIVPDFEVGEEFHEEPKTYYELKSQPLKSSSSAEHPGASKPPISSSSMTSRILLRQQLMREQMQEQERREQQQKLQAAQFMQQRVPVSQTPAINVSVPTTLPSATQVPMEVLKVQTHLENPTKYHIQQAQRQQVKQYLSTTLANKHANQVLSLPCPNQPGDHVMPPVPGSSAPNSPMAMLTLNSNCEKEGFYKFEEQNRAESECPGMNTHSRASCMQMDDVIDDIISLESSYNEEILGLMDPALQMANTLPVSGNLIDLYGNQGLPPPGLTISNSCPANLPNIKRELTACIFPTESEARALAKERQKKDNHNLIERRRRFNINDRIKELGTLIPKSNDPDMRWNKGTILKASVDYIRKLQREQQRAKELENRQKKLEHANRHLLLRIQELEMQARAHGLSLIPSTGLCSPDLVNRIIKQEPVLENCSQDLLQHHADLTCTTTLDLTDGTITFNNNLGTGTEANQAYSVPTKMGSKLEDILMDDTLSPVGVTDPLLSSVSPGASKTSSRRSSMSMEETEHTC
TEAD-YAP block: TEAD-YAP interaction inhibition, primary screen, TEAD-YAP interaction inhibitor project, luminescence, HEK-TIYL cells; AID 1259422, 2018; TEAD-Gal4/YAP UAS-luciferase luminescence; actives 1.4% (n = 640,000); inhibition, % at 9.12 µM; in the data active = inhibition above about 32%;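 note: 0% = median of test compound wells and 100% = reference inhibitor wells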
GPR151 activ: activators of human GPR151, primary screen, cell-based, PathHunter beta-arrestin, luminescence; AID 1508602, 2020; PathHunter beta-arrestin GPR151 cells; actives 1% (n = 650,000); activation, % at 11.2 µM; G-protein coupled receptor 151 (Homo sapiens), Q8TDV0; in the data active = activation above about 4.9%;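 note: 0% = median of compound wells and 100% = cells with positive control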
Target sequence (Q8TDV0 whole entry, looked up): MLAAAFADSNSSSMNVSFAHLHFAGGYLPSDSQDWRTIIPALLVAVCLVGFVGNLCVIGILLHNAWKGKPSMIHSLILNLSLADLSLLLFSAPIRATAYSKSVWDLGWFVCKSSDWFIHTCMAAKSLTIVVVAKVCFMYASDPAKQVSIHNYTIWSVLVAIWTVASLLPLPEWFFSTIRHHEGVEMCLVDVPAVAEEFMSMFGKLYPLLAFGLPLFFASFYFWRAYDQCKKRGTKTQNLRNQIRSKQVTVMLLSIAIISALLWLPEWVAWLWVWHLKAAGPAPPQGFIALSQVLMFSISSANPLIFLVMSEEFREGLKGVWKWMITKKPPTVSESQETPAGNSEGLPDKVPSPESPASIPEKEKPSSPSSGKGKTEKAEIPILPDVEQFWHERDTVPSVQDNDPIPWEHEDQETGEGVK
* hit, by the source's call.

nr	molecule	FBW7 activator	MITF inh
1	CCSc1cc([N+](=O)[O-])ccc1C(N)=O	0.0	-1
2	CCOc1ccc(NC(=O)CN(C)S(=O)(=O)c2ccc3c(c2)C(C)(C)C(=O)N3C)cc1	-0.1	1
3	CCc1nn(CC(=O)OC2CCCCC2)c(=O)c2cc3oc(C)cc3n12	0.0	5
4	O=C(Nc1cc(Cl)ccc1Cl)c1nn2c(c1Cl)NC(c1cccs1)CC2C(F)(F)F (stereo not given)	0.1	9
5	Cc1cccn2c(CN[C@H]3CCCCNC3=O)c(C(=O)N3CCOCC3)nc12	0.2	5
6	COc1ccccc1CCNC1CCN(c2cccc(NC(=O)c3cccnc3)c2)CC1	-0.2	-23
7	CCOC(=O)C1(Cc2cccc(OC)c2)CCCN(S(=O)(=O)c2ccc(C)s2)C1 (stereo not given)	-0.1	-1
8	O=C(COc1ccccc1)Nc1cc(Cl)c(O)c(Cl)c1	-0.1	4
9	CCOC(=O)c1ccc(S(=O)(=O)NC2CCCCCCC2)n1C	-0.1	1
10	CCOC(=O)C1=c2/c(=C/c3ccncc3)c(N)c(C#N)n2C(=O)C(c2ccncc2)S1 (stereo not given)	0.0	16
11	c1ccc(CN2CN=C(Nc3nc4ccccc4s3)NC2)cc1	0.6	7
12	O=C(Cn1cnc2c(nnn2Cc2ccccc2F)c1=O)N1CCOCC1	-0.1	1
13	Cc1ccccc1-c1cnnc(N2CCN(c3ccncc3)CC2)n1	0.2	2
14	CN1[C@@H](C(=O)N2CCC(C(N)=O)CC2)C[C@@H](c2ccc(F)cc2)NS1(=O)=O	0.1	-2
15	COc1ccc(CN2C3CCC2CC(NC(=O)N2CCOCC2)C3)cc1 (stereo not given)	0.0	1

nr	TEAD-YAP block	GPR151 activ
1	0	-0.4
2	3	0.6
3	-21	0.2
4	-1	-0.7
5	12	1.2
6	10	1.1
7	-8	0.9
8	1	-1.0
9	-2	0.2
10	17	0.0
11	-4	0.1
12	-5	1.1
13	-31	-3.1
14	1	-0.9
15	4	-0.3

Some of the entries so far, field by field:
[6] COc1ccccc1CCNC1CCN(c2cccc(NC(=O)c3cccnc3)c2)CC1
  FBW7 activator: -0.2	MITF inh: -23	TEAD-YAP block: 10	GPR151 activ: 1.1

[7] CCOC(=O)C1(Cc2cccc(OC)c2)CCCN(S(=O)(=O)c2ccc(C)s2)C1 (stereo not given)
  FBW7 activator: -0.1	MITF inh: -1	TEAD-YAP block: -8	GPR151 activ: 0.9

[8] O=C(COc1ccccc1)Nc1cc(Cl)c(O)c(Cl)c1
  FBW7 activator: -0.1	MITF inh: 4	TEAD-YAP block: 1	GPR151 activ: -1.0

[9] CCOC(=O)c1ccc(S(=O)(=O)NC2CCCCCCC2)n1C
  FBW7 activator: -0.1	MITF inh: 1	TEAD-YAP block: -2	GPR151 activ: 0.2

Going on with the list:
nr	molecule	FBW7 activator	MITF inh
16	O=C1NN(c2ccc(I)cc2)C(=O)/C1=C\c1ccccc1O	0.2	54*
17	COc1ccc(S(=O)(=O)Nc2ccc(Cl)c([N+](=O)[O-])c2)cc1	0.0	-6
18	CN1C[C@@H]2C[C@@H](c3ccccc3-c3ccco3)N3CCC[C@@]23C1=O	-0.1	11
19	CC(C)c1ccc(NC(=O)Cn2c(=O)n(CC3CCCO3)c(=O)c3ccccc32)cc1 (stereo not given)	0.1	-16
20	COc1ccc2c(c1)CC(C(=O)Nc1ccc(-c3cn[nH]c3)cc1OCC(=O)N1CCCC1)CO2 (stereo not given)	0.0	35
21	O=C(NCc1ccccc1)c1ccccc1C(F)(F)F	-0.1	3
22	c1ccc2[nH]c(CNc3ncnc4nc(Nc5cnccn5)[nH]c34)nc2c1	-0.1	4
23	O=C1c2ccc(-c3nc4ccccc4o3)cc2C(=O)N1c1ccc(Sc2ccc([N+](=O)[O-])cc2)cc1	0.0	13
24	O=C1CSC2(C(=O)Nc3ccccc32)N1c1ccc(Br)cc1 (stereo not given)	-0.3	4
25	O=C(CCc1nnc(CCc2ccccc2)o1)N1CCC(CN2CCCCC2)CC1	0.3	5
26	COc1ccc(CCNC(=O)c2cccc(Nc3cccc(N(C)C)c3)n2)cc1	0.1	13
27	Cn1nc(OCc2ccccc2)ccc1=O	0.1	-19
28	Cc1nnc2n1NC(c1ccc(F)cc1)C(C(=O)Nc1ccc(Br)cc1)S2 (stereo not given)	0.0	2
29	Cc1ccc(N2C(=O)C3CCCN3C2=S)cc1 (stereo not given)	-0.1	0
30	CCO/C=C1/C(=O)N(c2ccccc2C)C(=O)c2ccccc21	0.0	-11

nr	TEAD-YAP block	GPR151 activ
16	0	-0.8
17	6	0.3
18	4	1.0
19	-11	1.0
20	4	3.0
21	1	1.2
22	2	-0.2
23	-8	-0.9
24	1	-0.9
25	8	0.0
26	-5	-0.2
27	-7	-3.1
28	13	1.0
29	-8	1.5
30	-6	-1.3

(further entries)
nr	molecule	FBW7 activator	MITF inh
31	CCCNc1ncccc1-c1nc2cc(C)ccc2o1	0.1	-20
32	COc1ccc(N2CC(NC(=O)C(c3ccccc3)c3ccccc3)CC2=O)cc1 (stereo not given)	0.0	1
33	O=C(CN1C(=O)CC(c2ccco2)Sc2ccccc21)Nc1ccccc1F (stereo not given)	0.0	9
34	CN(C1=NS(=O)(=O)c2ccccc21)c1ccc(OC(=O)C2CC(=O)N(c3ccccc3)C2)cc1 (stereo not given)	0.0	-12
35	CCN(CC)CCCNC(=O)/C=C/c1cccc([N+](=O)[O-])c1	-0.2	-5
36	CCCOc1ccc(/C=C2/C(=O)ON=C2C)cc1OC	0.0	35
37	O=C(O)/C=C/c1ccc(OCc2ccccc2)cc1	0.0	5
38	O=C(NCc1n[nH]c(=S)n1-c1ccc(F)cc1)c1ccco1	-0.1	-2
39	CC(=O)N1CCC(N(C(=O)CSc2ccccn2)C2CC2)CC1	0.0	10
40	O=C(Nc1cc2cc(Br)ccc2oc1=O)c1ccc(F)cc1	0.1	5
41	CCC(C(=O)Nc1ccccc1N1CCOCC1)c1ccccc1 (stereo not given)	0.0	-2
42	COc1cccc(-c2nc(C3CCCN(C(=O)CC(C)CC(=O)O)C3)n3ccccc23)c1 (stereo not given)	0.9	14
43	Nc1[nH]ncc1-c1ccc(NC(=O)C2COc3ccc(F)cc3C2)cc1 (stereo not given)	-0.1	3
44	CS(=O)(=O)N(Cc1nc2sc3c(c2c(=O)[nH]1)CCCC3)C1CCCC1	1.2	22
45	O=C(N/N=C/c1cc(I)ccc1O)c1ccccc1O	-0.3	-10

nr	TEAD-YAP block	GPR151 activ
31	-11	1.2
32	-4	-0.2
33	13	-0.1
34	0	2.3
35	-2	-0.3
36	-4	0.2
37	1	-2.4
38	4	0.2
39	-7	-0.9
40	-1	0.1
41	-2	3.1
42	3	-1.1
43	47*	-1.0
44	-6	-0.6
45	67*	0.5

Compounds listed so far containing two or more sulfur atoms (two):
nr	molecule	FBW7 activator	MITF inh
7	CCOC(=O)C1(Cc2cccc(OC)c2)CCCN(S(=O)(=O)c2ccc(C)s2)C1 (stereo not given)	-0.1	-1
44	CS(=O)(=O)N(Cc1nc2sc3c(c2c(=O)[nH]1)CCCC3)C1CCCC1	1.2	22

nr	TEAD-YAP block	GPR151 activ
7	-8	0.9
44	-6	-0.6

Additional structures
nr	molecule	FBW7 activator	MITF inh
46	CC(c1ccc(C(=O)O)o1)N1CCOCC1 (stereo not given)	0.1	17
47	COc1ccc(N(CC(=O)NC(C)C)C(=O)CCC(=O)Nc2ccccn2)cc1	0.1	7
48	Cc1ccc(-n2c(O)c(/C=C3\C=Nc4ccccc43)c(=O)[nH]c2=O)cc1C	-0.1	8
49	CC(c1ccccc1)N1C(=O)CC(Nc2ccc(N3CCOCC3)cc2)C1=O (stereo not given)	-0.7	8
50	CN(C(=O)CC1C(=O)NCCN1CC(c1ccccc1)c1ccccc1)C1CCOCC1 (stereo not given)	0.1	-8
51	Nc1nonc1-n1nnc(C(=O)N/N=C/c2ccncc2)c1CN1CCc2ccccc21	-0.1	2
52	CCN(CC)c1ccc(/C=C(\C#N)C(=O)Nc2ccc(OC)cc2)c(OC)c1	0.8	0
53	COc1ccccc1Cn1c(SCC(=O)c2ccc(Br)cc2)nc2ccccc2c1=O	0.0	5
54	CN(C)C=Nc1ccc2nn(-c3ccccc3)nc2c1	-0.2	-4
55	O=C(c1nccc2ccccc12)N1CCc2c(nc(N3CCCCC3)[nH]c2=O)C1	-0.2	0
56	CC(C)N(CCNc1ncnc2nc(-c3ccc(C(N)=O)cc3)[nH]c12)C(C)C	-0.2	37
57	CCN1CCN(c2cc(C#N)cc(-c3ccnc(Nc4ccc(N5CCOCC5)cc4)n3)c2)CC1	0.1	13
58	O=C(CCC1(Cc2ccc(-c3ccccc3)cc2)CCC(=O)N1)NCC1CCOCC1 (stereo not given)	-0.1	8
59	O=C(N/N=C\c1cccc([N+](=O)[O-])c1)c1cnccn1	-0.1	66*
60	CN1C(=O)C(c2nnc(Nc3ccccc3)s2)C2CC1(C)Oc1ccccc12 (stereo not given)	-0.2	-11

nr	TEAD-YAP block	GPR151 activ
46	7	-1.2
47	-5	-1.0
48	9	1.3
49	1	7.2*
50	22	-0.4
51	4	0.1
52	-6	-0.4
53	6	1.5
54	0	-3.5
55	2	4.0
56	1	3.5
57	-43	0.2
58	8	0.5
59	-21	-0.5
60	-7	-0.1

(further entries)
nr	molecule	FBW7 activator	MITF inh
61	CC(=O)c1cccc(NC(=O)NCCNc2nc3cc4c(cc3cc2C#N)OCO4)c1	-0.1	-9
62	COCCn1c(=NC(=O)C(C)C)sc2cc(F)ccc21	0.0	-4
63	COc1ccc2c(c1)CCC1C2=NN(/C(C)=C/C(C)=O)C1c1cccc([N+](=O)[O-])c1 (stereo not given)	0.1	-6
64	COc1cc(S(=O)(=O)N2CCCCCC2)c(OC)cc1Br	0.0	-25
65	O=C(CCNS(=O)(=O)c1cccc2nsnc12)NCc1ccccc1Cl	0.0	17
66	O=C(CCn1c(=S)[nH]c2ccsc2c1=O)NC1CCCCC1	-0.2	-9
67	O=c1nc(N/N=C/C=C/c2ccccc2)cn[nH]1	-0.1	7
68	COCCNC(=O)CSc1nnc2c3ccccc3n(C)c2n1	0.0	15
69	COc1ccc(OC)c(NC(=O)CN(c2cccc(Cl)c2Cl)S(C)(=O)=O)c1	0.2	10
70	O=C(NCCN1CCOC(c2ccccc2)C1)c1ccc(Cl)cc1 (stereo not given)	-0.2	9
71	O=C1c2ccccc2-c2c1cccc2C(=O)N1CCN(c2ccc(Cl)cc2)CC1	0.0	8
72	NC(=O)/C(=C/c1ccco1)NC(=O)c1cccc(Br)c1	0.1	21
73	CNC(=O)/C(C#N)=C\c1ccc(N2CCCC2)o1	0.0	9
74	Cc1ccc2sc(N(Cc3ccccn3)C(=O)c3ccno3)nc2c1C	0.0	2
75	COc1ccccc1C(=O)N1CCN(c2ccc3nncn3n2)CC1	-0.2	2

nr	TEAD-YAP block	GPR151 activ
61	-1	-0.7
62	-1	1.9
63	8	0.0
64	8	0.6
65	11	0.4
66	3	-0.9
67	50*	-2.9
68	3	-1.1
69	13	0.0
70	4	-0.8
71	-8	-0.6
72	5	-0.4
73	-28	1.1
74	-68	-1.9
75	-9	0.1

Remaining list, next part
nr	molecule	FBW7 activator	MITF inh
76	CCOC(=O)c1c(/N=c2\oc3c(OCC)cccc3cc2C(=O)Nc2ccccc2)sc2c1CCCC2	0.2	11
77	C=CCN1C(=O)/C(=C/c2cc(C)n(CC)c2C)SC1=S	0.0	2
78	Cc1ccc(C2/C(=C(\O)c3ccc(Cl)cc3)C(=O)C(=O)N2c2ncc(S(=O)(=O)c3ccc([N+](=O)[O-])cc3)s2)cc1 (stereo not given)	-0.1	-3
79	COc1cc(NC(=O)C[n+]2cccc(O)c2)cc(OC)c1	-0.2	-13

nr	TEAD-YAP block	GPR151 activ
76	10	0.8
77	-5	-0.9
78	-6	0.0
79	7	-0.6

Compound activity (PubChem BioAssay)
